ssDAF12 agonist = S. stercoralis DAF-12 activation, primary screen; HEK293 ssDAF-12/GRIP1 lit1-tk-luc reporter, luminescence; % of 3 µM dafachronic acid response; activation, % at 6.8 µM; actives 1% (n = 370,000); AID 652126;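 active means activation above the mean over all tested compounds plus 3 SD, cut at about 0.9% in these data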;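 further: 0% = DMSO-only wells and 100% = 3 µM delta7-dafachronic acid wells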
DAX1 inh-1 = NR0B1 (DAX1) inhibition; HEK293 Gal4-DAX1 luciferase reporter, luminescence; inhibition, % at 6.75 µM; actives 0.99% (n = 340,000); AID 504766;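 active means inhibition above the mean over all tested compounds plus 3 SD, cut at about 4.2% in these data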;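 further: 0% = DAX1-transfected cells with DMSO and 100% = empty-vector control cells with DMSO; inhibition shows as a rise in luminescence from relieved DAX1 repression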
Target sequence (P51843 207-470 limits assumed): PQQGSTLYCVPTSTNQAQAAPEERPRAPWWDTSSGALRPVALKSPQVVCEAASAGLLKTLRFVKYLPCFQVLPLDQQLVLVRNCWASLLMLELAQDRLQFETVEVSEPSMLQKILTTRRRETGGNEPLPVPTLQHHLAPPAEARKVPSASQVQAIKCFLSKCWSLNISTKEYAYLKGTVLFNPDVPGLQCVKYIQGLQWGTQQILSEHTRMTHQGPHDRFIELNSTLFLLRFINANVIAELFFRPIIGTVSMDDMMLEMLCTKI
DAX1 inh-2 = DAX1 (NR0B1) inhibition, primary screen; inhibition, % at 6.8 µM; HEK293T StAR-luciferase reporter, SF-1/DAX-1 repression relief; AID 652010; actives 1.1% (n = 370,000);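 active means inhibition above the mean over all tested compounds plus 3 SD, cut at about 3.6% in these data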;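 further: 0% = DAX-1 cells with DMSO and 100% = cells lacking DAX-1 with DMSO; higher inhibition means more luminescence from relief of DAX-1 repression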
hcDAF-12 act = H. contortus DAF-12 activation, primary screen | actives 1.4% (n = 370,000) | activation, % at 6.8 µM | HEK293 hcDAF-12 lit1-tk-luc reporter, luminescence; 0% DMSO, 100% Δ7-dafachronic acid;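 active means activation above the mean of all tested compounds plus 3 SD, cut at about 5.5% in these data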;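 further: 100% = response to 3 µM Δ7-dafachronic acid high control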
PLC-beta3 inh = blocks human PLC-beta3 enzyme activity. actives 0.18% (n = 370,000). Q01970. inhibition, % at 12.2 µM. AID 720704. Purified PLC-beta3, fluorogenic substrate, fluorescence; in the data active means inhibition above about 11%;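 further: 0% = median of compound wells on plate and 100% = full blocker control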
GAA850 FXN act = frataxin GAA850 promoter activation | actives 0.56% (n = 360,000) | HEK293 lucGAA850 FXN promoter luciferase reporter, 24 h; percent of 10 µM SAHA response | activation, % at 6 µM;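 active means activation above the average of all compounds screened plus 3 SD, cutoff fixed separately per campaign, cut at about 7.5% in these data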;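 further: 0% = DMSO wells and 100% = 10 µM SAHA wells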
ADAM10 inh = inhibits human ADAM10; O14672; recombinant ADAM10, EDANS/DABCYL FRET peptide cleavage, 3 h; inhibition, % at 7 µM; actives 0.62% (n = 370,000); AID 720582;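 active means inhibition above a per-campaign cutoff equal to the mean of compounds falling between control-based bounds plus 3 SD, cut at about 20% in these data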;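 further: 0% = DMSO wells while the 100% control is not disclosed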
ADAM17 inh = inhibits human ADAM17. recombinant ADAM17, EDANS/DABCYL FRET peptide cleavage. inhibition, % at 6.95 µM. actives 0.83% (n = 370,000). AID 720648;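 active means inhibition above the mean of compounds lying between control limits plus 3 SD, set per campaign, cut at about 8.5% in these data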;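 further: 0% = DMSO-only wells as the low control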
Target sequence (P78536 215-824 limits assumed): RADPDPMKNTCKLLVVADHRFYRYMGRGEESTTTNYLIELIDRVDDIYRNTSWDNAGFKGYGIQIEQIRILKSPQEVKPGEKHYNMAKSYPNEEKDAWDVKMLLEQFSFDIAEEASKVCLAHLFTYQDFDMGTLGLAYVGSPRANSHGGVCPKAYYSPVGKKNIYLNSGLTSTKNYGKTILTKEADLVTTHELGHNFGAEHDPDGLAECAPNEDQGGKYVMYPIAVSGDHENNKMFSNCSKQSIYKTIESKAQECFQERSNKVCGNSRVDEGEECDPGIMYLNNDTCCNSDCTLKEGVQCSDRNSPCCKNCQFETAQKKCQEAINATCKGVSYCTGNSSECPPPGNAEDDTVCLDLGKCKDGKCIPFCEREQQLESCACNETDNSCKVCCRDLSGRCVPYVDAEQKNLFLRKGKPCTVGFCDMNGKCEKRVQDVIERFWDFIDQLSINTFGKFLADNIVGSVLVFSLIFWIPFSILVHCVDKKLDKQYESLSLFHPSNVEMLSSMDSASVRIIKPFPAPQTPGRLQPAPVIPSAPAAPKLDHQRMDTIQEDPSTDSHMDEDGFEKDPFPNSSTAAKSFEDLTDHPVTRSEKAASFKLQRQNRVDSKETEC
hgDAF12 agonist = activates the H. glycines DAF-12 receptor ligand-binding domain. activation, % at 6.8 µM. AID 687014. HEK293 GAL4-hgDAF12 UAS-luciferase reporter, agonist luminescence; normalized to butyrate control. actives 1.8% (n = 370,000);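 active means activation above a cutoff set at the mean of all screened compounds plus 3 SD, cut at about 10% in these data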;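 further: 0% = DMSO wells and 100% = sodium butyrate wells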
PLC-gamma1 inh = PLC-gamma1 (human) inhibition, primary screen | purified PLC-gamma1, fluorogenic substrate, fluorescence | inhibition, % at 12.2 µM | actives 0.84% (n = 370,000) | AID 720700; in the data active means inhibition above about 9.5%
HGIII-sPLA2 inh = Inhibits HGIII-sPLA2 liposome hydrolysis, primary screen. Q9NZ20. QFRET BODIPY PC-A2 liposome hydrolysis, fluorescence. inhibition, % at 12.2 µM. actives 0.56% (n = 370,000). AID 743126;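 active means inhibition above mean plus 3 SD of compounds lying within the high and low control bounds, cut at about 19% in these data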;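 further: 0% = median of test compound wells and 100% = no enzyme DMSO wells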
* = called active by the depositor. Outcome played no part in choosing rows; about 6.9% have a hit in one of these screens.

Screening CCOC(=O)c1oc2ccccc2c1NC(=O)COc1cccc(OC)c1 returned ssDAF12 agonist -0.8, DAX1 inh-1 -0.7, DAX1 inh-2 0.4, hcDAF-12 act 0.6, PLC-beta3 inh 2, GAA850 FXN act -3.4, ADAM10 inh 10, ADAM17 inh 2, hgDAF12 agonist 0.7, PLC-gamma1 inh 4 and HGIII-sPLA2 inh 6.
`O=C(CSC1CCc2ccccc21)NN=Cc1ccco1` (configuration not stated) gave ssDAF12 agonist 0.3, DAX1 inh-2 -1.0, hcDAF-12 act 1.4, PLC-beta3 inh -4, ADAM10 inh 4, ADAM17 inh -1, hgDAF12 agonist 3.9, PLC-gamma1 inh -5 and HGIII-sPLA2 inh -8.
`CCOC(=O)C1CCCN(c2c(C(=O)c3ccccc3)cnc3ccc(OC)cc23)C1` (configuration not stated) gave ssDAF12 agonist -0.9, DAX1 inh-1 -1.8, DAX1 inh-2 0.0, hcDAF-12 act -4.5, PLC-beta3 inh -6, GAA850 FXN act -2.6, ADAM10 inh -3, ADAM17 inh 2, hgDAF12 agonist -3.7, PLC-gamma1 inh -4 and HGIII-sPLA2 inh -5.
`O=C(Oc1ccc(-c2cnc3ccccc3n2)cc1)c1ccc(Br)o1` gave ssDAF12 agonist -0.7, DAX1 inh-1 0.3, DAX1 inh-2 1.1, hcDAF-12 act 2.1, PLC-beta3 inh -16, GAA850 FXN act 4.2, ADAM10 inh 0, ADAM17 inh -3, hgDAF12 agonist 8.7, PLC-gamma1 inh -20 and HGIII-sPLA2 inh -7.
CCCCNc1ccc(S(=O)(=O)c2cccc([N+](=O)[O-])c2)cc1[N+](=O)[O-] was read as ssDAF12 agonist -1.2, DAX1 inh-1 1.3, DAX1 inh-2 -0.3, hcDAF-12 act -1.6, PLC-beta3 inh 2, GAA850 FXN act 0.6, ADAM10 inh -7, ADAM17 inh -1, hgDAF12 agonist 0.7, PLC-gamma1 inh -1 and HGIII-sPLA2 inh 7.
For O=C(O)c1cc(Cl)c(Cl)cc1C(=O)N1CCCC1 the results were ssDAF12 agonist -1.9, DAX1 inh-1 -0.1, DAX1 inh-2 0.5, hcDAF-12 act -1.1, PLC-beta3 inh 2, GAA850 FXN act 0.6, ADAM10 inh 3, ADAM17 inh -2, hgDAF12 agonist 0.8, PLC-gamma1 inh 2 and HGIII-sPLA2 inh -3.
CCOc1ccc(-c2c(C#N)c(N)nc3sc(C(=O)c4ccccc4)c(N)c23)cc1 was read as ssDAF12 agonist 0.2, DAX1 inh-1 -0.5, DAX1 inh-2 -0.2, hcDAF-12 act 1.0, PLC-beta3 inh -30, GAA850 FXN act 0.2, ADAM10 inh -8, ADAM17 inh -6, hgDAF12 agonist 2.9, PLC-gamma1 inh -19 and HGIII-sPLA2 inh 5.
Screening CCn1c(=N)n(CC(O)c2ccco2)c2ccccc21 (configuration not stated) returned ssDAF12 agonist -1.5, DAX1 inh-1 0.7, DAX1 inh-2 -0.1, hcDAF-12 act -0.7, PLC-beta3 inh -4, GAA850 FXN act -0.8, ADAM10 inh 4, ADAM17 inh 2, hgDAF12 agonist -4.5, PLC-gamma1 inh -3 and HGIII-sPLA2 inh 6.
`Cn1nccc1C(=O)N1CCN(c2ccc(F)cc2)CC1` gave ssDAF12 agonist 0.0, DAX1 inh-1 -0.3, DAX1 inh-2 -0.2, hcDAF-12 act -2.1, PLC-beta3 inh 1, GAA850 FXN act -0.9, ADAM10 inh 0, ADAM17 inh -5, hgDAF12 agonist 0.8, PLC-gamma1 inh 0 and HGIII-sPLA2 inh -3.
For O=C1CN(C(=O)CN2CCN(S(=O)(=O)c3ccccc3)CC2)c2ccccc2N1 the results were ssDAF12 agonist -1.0, DAX1 inh-1 -0.2, DAX1 inh-2 0.4, hcDAF-12 act -0.2, PLC-beta3 inh 2, GAA850 FXN act -0.5, ADAM10 inh -4, ADAM17 inh 0, hgDAF12 agonist -0.2, PLC-gamma1 inh 3 and HGIII-sPLA2 inh -4.
For COc1ccc(/C=C/C(=O)C2CC2)cc1COc1c(C)cccc1C the results were ssDAF12 agonist -1.2, DAX1 inh-1 -0.8, DAX1 inh-2 0.0, hcDAF-12 act -0.5, PLC-beta3 inh -1, GAA850 FXN act 1.1, ADAM10 inh -9, ADAM17 inh -2, hgDAF12 agonist 1.7, PLC-gamma1 inh -2 and HGIII-sPLA2 inh 1.
Screening Cc1ccc(S(=O)(=O)Nc2cccc(-c3ccc(N4CCCCCC4)nn3)c2)cc1C returned ssDAF12 agonist -1.2, DAX1 inh-1 0.6, DAX1 inh-2 2.9, hcDAF-12 act 1.9, PLC-beta3 inh -17, GAA850 FXN act 2.9, ADAM10 inh 16, ADAM17 inh 4, hgDAF12 agonist 5.4, PLC-gamma1 inh -6 and HGIII-sPLA2 inh -35.
Screening Cc1ccc(C(C)NC(=O)c2cccs2)cc1C (configuration not stated) returned ssDAF12 agonist -1.3, DAX1 inh-1 1.4, DAX1 inh-2 -0.4, hcDAF-12 act -1.5, PLC-beta3 inh -2, GAA850 FXN act -1.6, ADAM10 inh 1, ADAM17 inh 0, hgDAF12 agonist -0.8, PLC-gamma1 inh 1 and HGIII-sPLA2 inh 2.
`COc1ccc(OCc2cc(C(=O)N3C[C@H]4CC[C@H]3C4)no2)c(Cl)c1` gave ssDAF12 agonist -0.9, DAX1 inh-1 1.0, DAX1 inh-2 1.9, hcDAF-12 act 1.8, PLC-beta3 inh -8, GAA850 FXN act 6.7, ADAM10 inh -5, ADAM17 inh 0, hgDAF12 agonist 7.6, PLC-gamma1 inh -3 and HGIII-sPLA2 inh -8.
For Cc1cccc(NS(=O)(=O)c2cccc(C(=O)NCC3(N4CCCCC4)CCCCC3)c2)c1 the results were ssDAF12 agonist -1.0, DAX1 inh-1 0.7, DAX1 inh-2 5.0*, hcDAF-12 act 1.6, PLC-beta3 inh 0, GAA850 FXN act -0.6, ADAM10 inh -1, ADAM17 inh -1, hgDAF12 agonist 0.8, PLC-gamma1 inh 1 and HGIII-sPLA2 inh -14.
`Cc1ccc(S(=O)(=O)N2CC(O)C[C@H]2C(=O)OCC(=O)c2ccccc2)cc1` (some centres not stated) gave ssDAF12 agonist -1.2, DAX1 inh-1 0.1, DAX1 inh-2 0.2, hcDAF-12 act 1.0, PLC-beta3 inh 0, GAA850 FXN act 1.5, ADAM10 inh -4, ADAM17 inh 0, hgDAF12 agonist 0.6, PLC-gamma1 inh 1 and HGIII-sPLA2 inh 0.
`CC(=O)n1cc(Nc2ccc([N+](=O)[O-])cc2)c2ccccc21` gave ssDAF12 agonist -0.4, DAX1 inh-1 3.5, DAX1 inh-2 1.3, hcDAF-12 act 4.5, PLC-beta3 inh -346, GAA850 FXN act 2.0, ADAM10 inh -282, ADAM17 inh -105, hgDAF12 agonist 3.6, PLC-gamma1 inh -270 and HGIII-sPLA2 inh 4.
For COc1ccccc1NS(=O)(=O)c1cc(NC(=O)c2cccc(S(=O)(=O)N(C)C)c2)ccc1N1CCOCC1 the results were ssDAF12 agonist -0.5, DAX1 inh-1 -0.3, DAX1 inh-2 0.7, hcDAF-12 act -1.4, PLC-beta3 inh -8, GAA850 FXN act -2.5, ADAM10 inh -4, ADAM17 inh 3, hgDAF12 agonist -0.6, PLC-gamma1 inh -1 and HGIII-sPLA2 inh -9.
Screening O=C(OCC(=O)N1CCCC1)c1cccs1 returned ssDAF12 agonist -0.5, DAX1 inh-1 0.8, DAX1 inh-2 1.1, hcDAF-12 act 0.1, PLC-beta3 inh 1, GAA850 FXN act 1.4, ADAM10 inh 0, ADAM17 inh -4, hgDAF12 agonist 5.0, PLC-gamma1 inh 0 and HGIII-sPLA2 inh 7.
Screening CC1CCN(C(=O)CSc2nc3ncccc3[nH]2)CC1 returned ssDAF12 agonist -1.2, DAX1 inh-1 1.2, DAX1 inh-2 -0.1, hcDAF-12 act -0.8, PLC-beta3 inh 3, GAA850 FXN act 2.2, ADAM10 inh 1, ADAM17 inh 2, hgDAF12 agonist 1.3, PLC-gamma1 inh 0 and HGIII-sPLA2 inh -4.
COc1ccc(-c2cc(C(=O)N3CCCCCC3)c3cc(C)ccc3n2)cc1 was read as ssDAF12 agonist -1.2, DAX1 inh-1 0.4, DAX1 inh-2 -1.5, hcDAF-12 act -2.1, PLC-beta3 inh -398, GAA850 FXN act 1.1, ADAM10 inh inactive, ADAM17 inh -370, hgDAF12 agonist -0.6, PLC-gamma1 inh -299 and HGIII-sPLA2 inh 1.
`Cc1occc1C(=O)NNC(=S)NCc1ccccc1` gave ssDAF12 agonist -0.9, DAX1 inh-1 0.5, DAX1 inh-2 0.0, hcDAF-12 act 1.5, PLC-beta3 inh 1, GAA850 FXN act 5.4, ADAM10 inh 1, ADAM17 inh 4, hgDAF12 agonist 3.9, PLC-gamma1 inh 1 and HGIII-sPLA2 inh 12.
O=C(NCC(c1cccs1)N1CCOCC1)c1ccccc1NS(=O)(=O)c1ccc(Cl)cc1 (configuration not stated) was read as ssDAF12 agonist -1.8, DAX1 inh-1 -1.1, DAX1 inh-2 -0.3, hcDAF-12 act 0.1, PLC-beta3 inh -1, GAA850 FXN act 0.5, ADAM10 inh 2, ADAM17 inh 0, hgDAF12 agonist -2.4, PLC-gamma1 inh -1 and HGIII-sPLA2 inh -43.
CCOC(=O)C(=Cc1ccc(-n2ccnc2)cc1)C(=O)OCC was read as ssDAF12 agonist -2.1, DAX1 inh-1 -1.6, DAX1 inh-2 -0.5, hcDAF-12 act -0.9, PLC-beta3 inh 2, GAA850 FXN act -2.8, ADAM10 inh 8, ADAM17 inh 1, hgDAF12 agonist 0.4, PLC-gamma1 inh 6 and HGIII-sPLA2 inh 6.
For C[C@@H]1CN([C@H](C)CO)C(=O)CCCn2nncc2CO[C@@H]1CN(C)C(=O)Nc1cccc2ccccc12 the results were ssDAF12 agonist -0.1, DAX1 inh-1 -0.8, DAX1 inh-2 -0.9, hcDAF-12 act 1.8, PLC-beta3 inh -23, GAA850 FXN act -0.7, ADAM10 inh -63, ADAM17 inh -18, hgDAF12 agonist 1.1, PLC-gamma1 inh -13 and HGIII-sPLA2 inh 12.
Screening CCOC(=O)c1cnc(SC)nc1Oc1cccc(NS(=O)(=O)c2ccc(Cl)cc2)c1 returned ssDAF12 agonist -1.4, DAX1 inh-1 -0.6, DAX1 inh-2 -0.1, hcDAF-12 act -2.2, PLC-beta3 inh 2, GAA850 FXN act -2.6, ADAM10 inh -19, ADAM17 inh -4, hgDAF12 agonist -0.8, PLC-gamma1 inh 0 and HGIII-sPLA2 inh 5.
